# Pin1 inhibitor = qHTS Assay to Find Inhibitors of Pin1; Peptidyl-prolyl cis-trans isomerase NIMA-interacting 1 (Homo sapiens), Q13526; Pin1 FP peptide displacement, HiFluor488, 10 min; Potency, µM (highest dose often 115 µM), without a hit: top-dose activity, negative = inhibition, most hits filed as inhibitors; hit rate 0.009% among 390,000; active = well fitted inhibition curve with a large enough effect in the polarisation, with a control signal flat, not every such curve was filed as active; inconclusive = small, poorly fitted or top-dose-only effect, or effect the other way, or a change in a side signal; inactive = no such curve, though single readings can be large or run the other way; the % refers to the polarisation; note: potency is the fitted concentration of half-maximal effect; % is set by controls: 0 for no effect and ±100 for the full control effect
# Target sequence (Q13526 whole entry, looked up): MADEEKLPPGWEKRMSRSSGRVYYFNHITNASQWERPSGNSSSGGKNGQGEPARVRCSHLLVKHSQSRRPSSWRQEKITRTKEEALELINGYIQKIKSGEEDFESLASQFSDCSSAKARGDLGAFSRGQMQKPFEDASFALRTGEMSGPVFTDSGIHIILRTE
# USP1-UAF1 inh = Inhibitors of USP1/UAF1: Primary Screen. Ubiquitin carboxyl-terminal hydrolase 1 (Homo sapiens), O94782. hit rate 0.23% among 390,000. Potency, µM (highest dose often 57.1 µM), without a hit: top-dose activity change, negative = inhibition, most hits filed as inhibitors. recombinant USP1/UAF1, Ub-Rhodamine cleavage fluorescence; note: potency is the fitted concentration of half-maximal effect; % is set by controls: 0 for no effect and ±100 for the full control effect; nearly all actives have a fitted effect of over 60% in size; inactives centre near -12
#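 USP1/UAF1 complex at 1 nM was preincubated with compound for 15 min at room temperature, then Ub-Rho substrate (150nM final) was added. Fluorescence (480/540 nm) was read kinetically, 6 reads every 60 seconds.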
# D2 antag = HTS Assay for Allosteric Antagonists of the Human D2 Dopamine Receptor: Primary Screen for Antagonists; D(2) dopamine receptor (Homo sapiens), P14416; HEK293 TREx D2 cells, calcium flux, dopamine EC80; inhibition, % at 10 µM; hit rate 2% among 340,000; AID 485344, 2010; in the data active = inhibition above about 30%; note: 0% is about no effect
# Target sequence (P14416 whole entry, looked up): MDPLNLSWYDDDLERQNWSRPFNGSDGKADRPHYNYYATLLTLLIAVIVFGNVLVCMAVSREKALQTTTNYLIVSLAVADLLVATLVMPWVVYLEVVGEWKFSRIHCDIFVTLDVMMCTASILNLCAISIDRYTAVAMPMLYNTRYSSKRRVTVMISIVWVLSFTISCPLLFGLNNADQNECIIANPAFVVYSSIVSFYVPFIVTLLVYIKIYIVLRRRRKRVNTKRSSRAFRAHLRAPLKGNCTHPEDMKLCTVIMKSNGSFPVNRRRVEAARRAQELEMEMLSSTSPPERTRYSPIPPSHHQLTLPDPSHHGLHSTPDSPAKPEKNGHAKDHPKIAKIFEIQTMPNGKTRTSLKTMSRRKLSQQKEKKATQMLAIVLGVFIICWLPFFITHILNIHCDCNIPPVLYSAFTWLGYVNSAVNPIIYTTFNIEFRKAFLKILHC
#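 Overnight-induced (tetracycline, 30 C) HEK293 T-REx cells carrying force-coupled D2 receive a no-wash calcium dye, then compound, then EC80 dopamine at 180 s; signals are read kinetically throughout.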
# TRHR agonist = qHTS for Small Molecule Agonists and Allosteric Enhancers of Human TRH Receptor: Primary Screen for Agonists; AID 493084, 2011; Thyrotropin-releasing hormone receptor (Homo sapiens), P34981; activation, % at 2 µM; TRHR cells, calcium flux fluo-8, FDSS agonist mode; hit rate 0.18% among 360,000; in the data active = activation above about 30%; note: 0% is about no effect
#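 Fluo-8-loaded TRHR cells; 10 s baseline, compound added, kinetic Ca2+ fluorescence read 1/s, agonist mode.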
# TrxR1 inh = qHTS Assay for Inhibitors of Mammalian Selenoprotein Thioredoxin Reductase 1 (TrxR1): qHTS. Potency, µM (doses to about 114 µM), for inactives: at the top dose activity change, negative = inhibition, most hits filed as inhibitors. Thioredoxin reductase 1, cytoplasmic (Rattus norvegicus), O89049. hit rate 1% among 390,000. recombinant rTrxR1, NADPH fluorescence consumption, selenite substrate; note: potency is the fitted concentration of half-maximal effect; % is set by controls: 0 for no effect and ±100 for the full control effect; nearly all actives have a fitted effect of over 65% in size
#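 Rat TrxR1 (90 nM in the dispensed reagent) was pre-reduced with 400 uM NADPH for 5 min at room temperature, then incubated with compound for 15 min. After 400 uM selenite was added, NADPH fluorescence (Ex 340/Em 450 nm) was followed for 8 min.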
# TrxR1 substrate = qHTS Assay for Substrates of Mammalian Selenoprotein Thioredoxin Reductase 1 (TrxR1): qHTS; Thioredoxin reductase 1, cytoplasmic (Rattus norvegicus), O89049; Potency, µM (doses to about 114 µM), for the others: at the highest dose activity change, negative = substrate turnover; hit rate 0.01% among 390,000; purified TrxR1 substrate turnover, NADPH consumption readout; AID 588456, 2011; note: potency is the fitted concentration of half-maximal effect; % is set by controls: 0 for no effect and ±100 for the full control effect; nearly all actives have a fitted effect of over 50% in size
#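 Rat TrxR1, dispensed at 90 nM, was prereduced with 400 uM NADPH (final) for 5 min at ~22 deg C, then incubated with compound 15 min before 400 uM selenite. A first-read NADPH fluorescence drop versus no-compound background flagged substrates.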
# TRHR PAM = qHTS for Small Molecule Agonists and Allosteric Enhancers of Human TRH Receptor: Primary Screen for Enhancers; enhancement, % at 2 µM; TRHR cells, fluo-8 calcium fluorescence, EC20 TRH enhancement; AID 493056, 2011; Thyrotropin-releasing hormone receptor (Homo sapiens), P34981; hit rate 0.66% among 360,000; in the data active = enhancement above about 30%; note: 0% is about no effect
#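 Enhancer read-out: after compound pinning and an initial kinetic agonist-mode read, an EC20 of TRH (10 nM final) was injected and fluo-8 calcium signal (Ex 480/Em 530) followed at 1 s/cycle for 100 cycles in TRHR-expressing cells.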
# D2 agonist = HTS Assay for Allosteric Agonists of the Human D2 Dopamine Receptor: Primary Screen for Agonists; D(2) dopamine receptor (Homo sapiens), P14416; HEK293 T-REx D2 cells, calcium flux agonist mode; activation, % at 2 µM; hit rate 0.53% among 340,000; AID 485358, 2010;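 active = activation over 3 SD above normal in the single-dose calcium agonist read, cut at about 30% in these data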; note: 0% is about no effect
#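 Agonism scored from kinetic calcium signal (1 read/sec, 180 s) following compound pin transfer, after a 10 s baseline. Cells: HEK293 Trex line expressing inducible D2 receptor coupled to calcium, dye-loaded after overnight culture at 30 C.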
# IDH1 R132H inh = qHTS for Inhibitors of mutant isocitrate dehydrogenase 1 (IDH1): qHTS; Isocitrate dehydrogenase [NADP] cytoplasmic (Homo sapiens), O75874; IDH1-R132H enzyme, NADPH consumption, diaphorase/resazurin fluorescence; Potency, µM (titrated, usually from 76.6 µM), for inactives: at the top dose activity change, negative = inhibition, actives largely listed as inhibitors; hit rate 0.093% among 390,000; AID 602179, 2012; note: potency is the fitted concentration of half-maximal effect; % is set by controls: 0 for no effect and ±100 for the full control effect; nearly all actives have a fitted effect of over 65% in size
# Target sequence (O75874 whole entry R132H, stated change not applied): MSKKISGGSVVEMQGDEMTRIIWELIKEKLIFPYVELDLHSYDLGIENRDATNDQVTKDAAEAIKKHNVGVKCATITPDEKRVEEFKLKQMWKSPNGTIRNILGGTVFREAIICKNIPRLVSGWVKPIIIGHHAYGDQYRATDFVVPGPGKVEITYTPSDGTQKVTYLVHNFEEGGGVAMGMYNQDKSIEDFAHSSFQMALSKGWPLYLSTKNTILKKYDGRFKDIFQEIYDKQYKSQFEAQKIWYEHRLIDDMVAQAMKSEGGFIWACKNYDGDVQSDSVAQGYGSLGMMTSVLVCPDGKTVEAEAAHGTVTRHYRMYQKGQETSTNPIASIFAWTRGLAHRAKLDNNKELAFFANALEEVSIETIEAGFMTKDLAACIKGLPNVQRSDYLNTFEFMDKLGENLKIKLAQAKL
#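 IDH1-R132H (0.5 ug/mL) preincubated 30 min with compound, then NADPH (0.016 mM) and alpha-KG (2 mM) added; 80 min at RT, pH 7.5. Remaining NADPH coupled via diaphorase/resazurin to fluorescence (540/590 nm); concentration-response curves normalized to no-enzyme control.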
# Starred values were filed as active, the others as inactive; ? = inconclusive; · = no result given; & = joins results of further samples; [ ] = another dose, or the depositor's remark. Unless noted, calls come from the whole dose curve; as a rule, active = well fitted inhibition curve with a large enough effect; inconclusive = small, poorly fitted or top-dose-only effect; inactive = no such curve, though single readings can be large or run the other way.
SMILES,Pin1 inhibitor,USP1-UAF1 inh,D2 antag,TRHR agonist,TrxR1 inh,TrxR1 substrate,TRHR PAM,D2 agonist,IDH1 R132H inh
Cc1ccc(-c2n[nH]c(=O)c3ccccc23)cc1S(=O)(=O)Nc1ccccc1,2%,-15%,-21,2.9,5%[57.1 µM],5%[57.1 µM],0,1.1,-6%
CC1=C/C(=N\OS(=O)(=O)c2ccccc2)C(C)=CC1=O,2%,-9%,-6,-0.3,?,-5%,-17,1.3,23%
CC(C)c1nc2sc3c(N4CCCCC4)ncnc3c2c2c1CCCC2,-1%,-9%,·,-0.1,24%,7%,12,0.2,-2%
Cc1cc(NC(=O)c2ccc3c(c2)C(=O)N(CCC(C)C)C3=O)no1,-6%,-10%,2,0.3,4%,-4%,1,0.1,2%
CC(=O)Nc1ccc(C(=O)N/N=C/c2cccnc2)cc1,1%,-5%,·,0.2,17%,-3%,-2,·,-1%
CCN1CCN(S(=O)(=O)c2ccc3c4c(cccc24)C(=O)N3CC)CC1,0%,-17%,·,·,-3%,49%[activator],·,·,25%
Cc1nn(CC(=O)N2CCN(c3ccccc3)CC2)c(=O)c2cc3sccc3n12,-1%,7%,·,-0.3,31%,5%,-7,0.2,0%
O=C(NC1CCCCCC1)C1CCCN(S(=O)(=O)c2cnc[nH]2)C1 (stereo unspecified),-10%,?,6,0.0,10%,1%,-3,-1.6,10%
CC1CCCN(CC(O)COC(c2ccccc2)c2ccccc2)C1 (stereo unspecified),-2%,-21%,50*,0.7,15%,5%,0,1.0,1%
Cc1ccccc1-c1nn2c(=O)cc(CN3CCN(C(=O)c4ccccc4Br)CC3)nc2s1,-13%,-23%,·,-1.2,0%[57.1 µM],1%[57.1 µM],1,-0.6,-3%
Cc1ccnc(NS(=O)(=O)c2ccc(NC(=O)CC(C)c3ccccc3)cc2)n1 (stereo unspecified),-3%,-21%,-12,0.1,13%,1%,-4,0.1,0%
Cc1ccnc(NC(=O)c2ccc(Br)s2)c1,-5%,-6%,2,0.2,7%,-3%,3,1.2,4%
O=C(Nc1ccc2nc3n(c(=O)c2c1)CCCC3)c1ccccc1F,-5%,-13%,11,0.7,20%,-1%,-7,0.2,0%
O=S(=O)(c1ccccc1)c1nc(-c2ccco2)oc1N1CCCCC1,-8%,-1%,8,-0.4,?,-6%,-1,3.0,-2%
CC(NC(=O)Nc1ccccc1)C(c1cccs1)N1CCN(c2ccccc2)CC1 (stereo unspecified),-9%,-16%,-10,0.8,12%[57.1 µM],5%[57.1 µM],-3,0.2,14%
CC(CCc1ccccc1)NC(=O)COC(=O)c1ccc([N+](=O)[O-])cc1 (stereo unspecified),1%,-6%,-12,-0.8,-16%,-7%,0,-0.3,7%
CCOC(=O)CN1C(=O)CSc2ccccc21,4%,-2%,2,-0.8,4%,6%[57.1 µM],-6,1.1,-3%
CC1C(c2ccccc2)N(C)C(c2ccccc2)CC1(O)c1ccc(F)cc1 (stereo unspecified),5%,-26%,-7,1.3,26%[57.1 µM],-5%,11,-0.6,2%
O=C(CN1CCCCCC1)Nc1ccc(Cl)cc1F,2%,-16%,-32,0.0,8%,3%,-7,0.3,0%
C/C(=N/NC(=O)c1cc2ccccc2cc1O)C1C(=O)c2ccccc2C1=O,?,?,-20,0.3,-23%,-16%,0,-0.9,17%
Cc1ccc(S(=O)(=O)Nc2nc3ccccc3nc2N2CCN(c3ccccc3F)CC2)cc1,26%,-12%,-5,0.0,15%[57.1 µM],8%[57.1 µM],-3,1.4,2%
O=C(NC(=S)Nc1ccc2oc(=O)ccc2c1)c1cc2ccccc2o1,33%[activator],-19%,-4,0.4,-4%[57.1 µM],-5%[57.1 µM],2,0.4,7%
O=C(Nc1cccc(S(=O)(=O)NC2=NCCC2)c1)c1cnc(Cl)c(Cl)c1,0%,-21%,·,0.3,9%,2%,5,·,13%
Cc1ccc2[nH]c(C)c(CCNC(=O)c3c(N)no[n+]3[O-])c2c1,1%,-12%,-42,1.2,15%[57.1 µM],-16%[57.1 µM],3,3.6,6%
Cc1ccc(Cl)c(NC(=O)COC(=O)C2CCC2)c1Cl,-10%,-21%,30,-0.6,7%[57.1 µM],3%[57.1 µM],-2,0.8,-16%
Nc1cccc2c1C(=O)c1ccc(Cl)cc1C2=O,16%,-19%,·,·,-8%[57.1 µM],-7%[57.1 µM],·,·,3%
O=c1cc(-c2ccccc2Cl)oc2cc(O)cc(O)c12,43%[activator],?,-13,-0.3,-9%[57.1 µM],9%[57.1 µM],-4,0.1,-4%
CC(C)(C)c1ccc(C(=O)N/N=C/c2ccccn2)cc1,0%,-20%,23,0.3,19%,0%,-1,0.1,0%
CCCCSc1ccc2nc(-c3ccc(C#N)cc3)cn2c1,4%,-6%,-9,1.3,5%,8%,-6,0.1,1%
O=C(CS(=O)(=O)c1cn(Cc2ccc(Cl)cc2)c2ccccc12)N1CCCC1,-6%,-6%,1,0.5,9%[57.1 µM],7%[57.1 µM],-11,0.2,3%
COC(=O)CSc1ccc(C#N)c(SCC(=O)OC)c1,1%,-9%,-4,0.1,9%,1%,7,0.4,1%
CC(=O)c1c(C)[nH]c(C(=O)CSc2nnc(NC3CC3)s2)c1C,2%,-19%,21,0.0,-2%[57.1 µM],-1%[57.1 µM],1,0.1,8%
Cc1ccc(S(=O)(=O)N2CCOCC2)cc1NC(=O)COC(=O)CNC(=O)c1ccc(Cl)cc1Cl,0%,-15%,-13,-0.5,-2%,-3%,-2,-1.3,-1%
C=CCOc1ccc(Br)cc1/C=N/O,-3%,-23%,11,0.8,-1%,-6%,-3,-0.2,6%
CC(=O)c1cc(-c2ccccc2)n(CC(=O)N2CCCCC2)c1C,-2%,-11%,-35,-0.2,0%,-7%,3,0.2,-1%
Cc1occc1C(=O)NC1CCCN(Cc2ccc(CC(C)C)cc2)C1 (stereo unspecified),-2%,-23%,15,-0.6,26%,3%,-7,-0.2,3%
CCOc1ccc(N(CC(=O)Nc2ccc(F)cc2F)S(=O)(=O)c2c(C)[nH]c(=O)[nH]c2=O)cc1,-4%,-19%,·,0.0,11%,-1%,-9,-0.5,7%
Cc1ccsc1-c1cc(C(=O)O)c2c(ccc3ccccc32)n1,-9%,-24%,18,0.1,2%[57.1 µM],250%[activator][57.1 µM],2,0.9,12%
CC(C)NC(=O)N(O)C1N(C(C)C)C(=O)N(Cc2ccc3c(c2)OCO3)C1(C)C (stereo unspecified),-3%,-3%,-7,-0.7,3%[57.1 µM],11%[57.1 µM],2,0.4,4%
O=C(/C=C/c1ccco1)NC(=S)Nc1ccc(O)c(-c2nc3ccccc3s2)c1,0%,-7%,-13,1.9,-30%,-13%,28,2.2,-3%
Cc1ccc(C(=O)NC2=NCCS2)cc1Cl,-5%,-16%,5,0.8,27%[57.1 µM],8%[57.1 µM],8,-1.2,8%
CC(C)[C@H](NC(=O)c1ccccc1)C(=O)OCc1nnc(-c2ccccc2)o1,0%,-21%,-20,-1.4,11%[57.1 µM],1%,2,-2.0,5%
COc1ccc(OC)c(CCNC(=O)c2cccc(NC3=NC4CS(=O)(=O)CC4S3)c2)c1 (stereo unspecified),5%,-8%,-2,0.3,6%[57.1 µM],3%[57.1 µM],-1,0.1,-6%
COc1ccc(F)cc1S(=O)(=O)N1CCN(c2ccccn2)CC1,-2%,-5%,-6,0.6,5%[57.1 µM],-4%,-7,0.6,11%
Cc1ccc(S(=O)(=O)N2CCN(CCC#N)CC2)cc1,-14%,-16%,10,0.5,10%[57.1 µM],7%[57.1 µM],-4,-0.6,16%
COc1ccc(-n2c(SCc3ccc(C#N)cc3)nnc2-c2ccccn2)cc1,-2%,-19%,-1,-0.3,-13%,-6%,-4,0.1,9%
CCOC(=O)C1CCCN(C(=O)C2CCN(S(=O)(=O)c3c(C)noc3/C=C/c3ccccc3F)CC2)C1 (stereo unspecified),5%&20%,-16%&3%,7,0.8&0.0,7%,-3%,-1&-1,-0.2&-1.3,7%&-1%
COc1ccccc1Oc1ccc(N2CC(C(=O)OCC(=O)c3ccc(F)cc3)CC2=O)cc1 (stereo unspecified),-1%,-8%,6,0.2,-11%,-12%,-3,1.2,9%
CC(C)(C)c1ccc(OCCC(=O)OCC(=O)NC2CC2)cc1,0%,-5%,10,-0.1,12%,1%,-4,-0.2,4%
COc1ccc(NC(=O)C2CCN(c3cc(C)nc4c(-c5ccc(Cl)cc5)c(C)nn34)CC2)cc1,-2%,-15%,·,0.2,25%,0%,9,1.2,-9%

# Assay outcomes (PubChem BioAssay)

# This is a subset. The share of hits here may be higher or lower than overall.
